Hep lipid drop – hepatic lipid droplet formation modulation. AML12 mouse hepatocytes, oleate lipid droplets, BODIPY imaging. inhibition, % at 6.5 µM. actives 0.4% (n = 240,000). AID 1656;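 active = lipid droplet intensity inhibited by at least 50%, with more than 500 cells counted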
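Assay system: AML12 hepatocytes (mouse) / Also added: 100 µM oleic acid challenge / Times: overnight treatment with compound plus oleate / Detection: high-content imaging of BODIPY-stained droplets and DAPI nuclei / Evaluation: % inhibition of lipid droplet signal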
XIAP displacement – XIAP antagonists, biochemical, IAP family, fluorescence polarization (AID 1018). XIAP BIR domain, fluorescence polarization peptide displacement; higher % means a stronger effect. one-dose displacement, % at 20 µM; IC50 in µM for titrated hits. actives 0.007% (n = 200,000); in the data active = displacement above about 50%; note: a part of the inactive calls stands beside numbers as strong as those of hits
MT stabilizer – microtubule stabilizers in HeLa cells; HeLa tubulin immunostaining HCS, 24 h; share of cells brighter than vehicle mean+2SD; % tubulin-high responders, % at 10 µM; actives 0.83% (n = 200,000); AID 2205;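 active = plate Z-score above 3 for both tubulin-high and condensed-nucleus cell shares, with cell loss under 80%, at 10 µM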;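 note: anti alpha tubulin signal scored within the nucleus-defined area of each cell; some results filed as inactive read as strong as hits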
b-catenin transl – alters nuclear translocation of beta-catenin in HeLa cells | nuclear translocation activity, % at 5 µM | AID 1665 | actives 0.3% (n = 190,000) | immunofluorescence imaging;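 active = nuclear translocation activity above 50% at 5 µM, with a well cell count of 50 or more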;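 note: per-cell ratio of nuclear to cytoplasmic median beta-catenin stain intensity; plate controls were DMSO negative control for no effect and GSK-3 inhibitor IX positive control for full effect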
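Test system: human HeLa cell line; Doses: 5 µM primary, 0.02–20 µM confirmation; Incubation: 24 h compound exposure, 37°C; Detection: beta-catenin immunofluorescence imaging with DAPI; Read-out: beta-catenin nuclear/cytoplasmic ratio, % activation.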
Autophagy mod – alters autophagy in cells; calls only at 10 µM (by protocol); actives 0.98% (n = 190,000); MEF GFP-LC3 puncta imaging; test concentration mostly 10 µM;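 active = percentage of spot-positive cells more than 3 SD above its plate mean, without a fluorescence outlier flag or 80% toxicity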;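 note: spot-positive cell cutoff set from DMSO-treated cells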
Dynein transport – blocks dynein driven cargo transport along microtubules; AID 1381; actives 0.47% (n = 220,000); z-score, hits read low; 3617.4 mouse cells, GR-EGFP nuclear translocation imaging; test concentration mostly 20 µM; stimulated with dexamethasone, 1 µM; stronger effect = lower value;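 active = plate z-score of nuclear minus cytoplasmic receptor signal below a set negative limit, without overly bright fluorescence or cell loss, cut at about -3.5 in these data, passing the limit was not always enough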;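 note: z-score of nuclear minus cytoplasmic ring GR-EGFP intensity difference per well; some compounds called inactive have numbers as strong as hits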
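Medium: Induction medium lacking tetracycline, stripped serum | Probe or stimulus: 1.0 µM final dexamethasone stimulus | Schedule: 48 h induction, then 1 h compound, then 30 min agonist, 37 °C | Signal: Automated 10x imaging of fixed Hoechst-stained cells | Evaluation: Per-cell GR-EGFP intensity, nucleus versus surrounding cytoplasmic ring, well-averaged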
WT yeast gro inh – growth inhibition of WT yeast, mitochondrial fusion screen; mitochondrial fusion phenotypic screen, WT strain; inhibition, % at 10 µM; AID 1362; actives 2.1% (n = 190,000); in the data active = inhibition above about 58%; tested in S. cerevisiae
Insulin prom up – MIN6 insulin promoter up-regulation; MIN6 insulin promoter-GFP reporter, high-content imaging; stronger effect = higher value; z-score at 5 µM; actives 0.3% (n = 190,000);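 active = z-score above 3 at 5 µM with at least 500 cells counted in the well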
CSM14.1 death rescue – rescue of cells from ER stress-induced death, primary screen, 384-well, CSM14.1, thapsigargin, ATP luminescence (AID 1222); CSM14.1 thapsigargin-induced death rescue, ATP luminescence; higher % means a stronger effect; one-dose cellular ATP content (survival), % at 20 µM; EC50 in µM for titrated hits; 190,000 tested, under 10 active;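 active = EC50 below 50 µM in the dose-response confirmation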;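 note: death triggered by thapsigargin at about 15 µM added after 2 h compound pretreatment; cell ATP read after overnight thapsigargin exposure of roughly 18 to 22 hours; normalized against plate controls of thapsigargin alone and 5% DMSO vehicle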
WT yeast gro inh mutant strain – recorded beside WT yeast gro inh, whose call it bears; inhibition, %; mitochondrial fusion phenotypic screen, mutant strain inhibition
Dynein transport cytoplasmic EGFP – further read-out of Dynein transport, marked with its call; z-score; measured here: cytoplasmic GR-EGFP intensity; stronger effect = higher value
Dynein transport nuclear GR-EGFP – second read-out of Dynein transport, no call of its own (marks repeat the call); z-score; measured here: nuclear GR-EGFP intensity;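 lower value marks the stronger effect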
Dynein transport cell count – also measured in Dynein transport; calls as there; z-score; measured here: cell count per field
Insulin prom up cell count – second read-out of Insulin prom up, no call of its own (marks repeat the call); cell count; measured here: cytotoxicity, nuclei count;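 total cells summed across four imaged fields per well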
Hep lipid drop cells 6.5 µM – also measured in Hep lipid drop; calls as there; cell count; measured here: cell count, cytotoxicity flag;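 cells counted across two imaged fields per well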
b-catenin transl cell count 5 µM – recorded beside b-catenin transl, whose call it bears; cell count; measured here: cell count, cytotoxicity flag
MT stabilizer Hoechst-high % – recorded beside MT stabilizer, whose call it bears; % Hoechst-high responders; measured here: nuclear condensation Hoechst responders;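 share of cells brighter than vehicle mean plus two SD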
MT stabilizer cytotoxicity % – further read-out of MT stabilizer, marked with its call; toxicity, %; measured here: cytotoxicity by cell density;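 0% = mean cell density of plate MIN control wells and 100% = no cells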
Autophagy mod cell loss 18 h – also measured in Autophagy mod; calls as there; toxicity, %; measured here: cell loss, nuclei count;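 cell loss after 18 h compound exposure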
* = called active by the depositor; i = inactive; nt = not tested or not shown.

SMILES	Hep lipid drop	Hep lipid drop cells 6.5 µM	XIAP displacement	MT stabilizer	MT stabilizer Hoechst-high %	MT stabilizer cytotoxicity %	b-catenin transl	b-catenin transl cell count 5 µM	Autophagy mod	Autophagy mod cell loss 18 h	Dynein transport	Dynein transport cytoplasmic EGFP	Dynein transport nuclear GR-EGFP	Dynein transport cell count	WT yeast gro inh	WT yeast gro inh mutant strain	Insulin prom up	Insulin prom up cell count	CSM14.1 death rescue
CCN1C(=O)/C(=C\N(C)C)S/C1=N\S(=O)(=O)c1ccc(C)cc1	-5	636	-4.5%	2.0	2.7	5.7	-5.0	1079	i	-4	-0.74	-0.37	-0.73	0.35	-4	-11	0.06	1603	0.1%
NS(=O)(=O)c1ccc(NC(=S)NC(=O)c2cccc(Br)c2)cc1	-7	734	-6.6%	1.8	2.2	3.1	-1.7	1135	i	-11	0.76	-0.26	0.54	0.05	11	20	-0.05	1218	-0.4%
Cc1oc(CSCC2CCCO2)cc1C(=O)O (stereo not drawn)	-3	755	-6.2%	3.8	2.6	5.8	-0.7	1146	i	-3	1	-0.23	0.4	0.14	31	5	-0.46	1302	5.8%
Cc1ccc(C(=O)NCCNC(=O)CN2CCOCC2)cc1	nt	nt	-4.8%	4.3	3.0	4.3	-2.6	1346	i	2	-1	0.31	-0.081	0.23	10	-1	-0.53	1641	-0.3%
Cc1sc(NC(=O)CSc2nnc(CCNC(=O)c3cccs3)n2C)nc1-c1ccccc1	-6	714	1.5%	2.8	0.5	25	-2.0	1206	i	2	-0.57	-0.24	-0.17	0.075	-2	-9	nt	nt	6.7%
C=CCN1C(=O)C(CC(=O)Nc2ccc(C)cc2)SC1=Nc1c(C)n(C)n(-c2ccccc2)c1=O (stereo not drawn)	14	777	-1.6%	1.2	1.8	8.2	nt	nt	i	-1	0.57	-0.24	0.17	-0.26	4	0	nt	nt	-1.0%
CCNC(=O)CC(=O)Nc1ccccc1C(=O)O	4	633	-2.6%	3.0	2.0	7.7	-1.3	1052	i	7	0.38	-0.3	0.76	-0.11	-9	6	-0.13	1977	-0.7%
O=C(COC(=O)CCc1nc2ccccc2c(=O)[nH]1)Nc1ccc2c(c1)OCO2	9	735	nt	nt	nt	nt	-2.4	1251	nt	nt	0.41	-0.25	0.15	-0.95	nt	nt	0.2	1380	nt
O=C1CC(C(=O)Nc2ccccc2)S/C(=N\N=C\c2ccco2)N1 (stereo not drawn)	0	631	-4.1%	4.4	2.6	8.0	-0.8	1122	i	32	1.6	-0.14	1.7	-2.4	-5	-12	-0.11	1400	-1.0%
COc1cccc(NC(=O)CSc2nnc(Cn3c(=O)sc4ccccc43)n2C)c1	6	646	-5.2%	6.3	2.5	3.1	-0.7	1012	i	-6	-0.93	-0.1	-0.14	-0.001	4	9	1.6	1149	-0.8%
O=C(N/N=C/c1ccccc1C(=O)O)c1cc(-c2ccc3c4c(cccc24)CC3)n[nH]1	nt	nt	-2.1%	4.0	2.2	9.6	-1.8	1095	i	-3	-1.2	-0.2	-0.6	0.9	-8	-25	-1.7	1347	-1.0%
Cc1sc2nc(CSc3ncn[nH]3)[nH]c(=O)c2c1C	1	677	1.0%	7.6	2.0	8.3	0.1	987	i	6	0.064	-0.36	0.73	-0.56	-8	2	-0.86	1084	-0.9%
O=C(COc1ccccc1)N/N=C/c1sc(=O)n(Cc2cccc(C(=O)O)c2)c1Cl	-12	732	nt	nt	nt	nt	-0.6	1302	nt	nt	0.25	-0.25	0.8	-0.46	nt	nt	-0.01	1118	nt
Cc1ccc2[nH]c(=O)c(C(c3nnnn3C3CCCC3)N(Cc3cccnc3)Cc3ccco3)cc2c1 (stereo not drawn)	nt	nt	-4.5%	2.0	2.5	14	4.2	1386	i	4	0.24	-0.2	0.11	-0.11	-4	4	0.44	1345	0.2%
O=c1c2c(-c3cccs3)csc2ncn1/N=C/c1ccc(OC(F)F)cc1	nt	nt	-3.5%	2.6	1.1	3.0	-3.7	1330	i	1	-0.71	-0.19	-0.43	0.51	43	7	0.33	1438	-0.3%
COC(=O)c1ccccc1N(C)S(C)(=O)=O	4	786	3.0%	2.3	1.1	15	-0.8	1137	i	5	0.99	-0.26	0.63	-0.26	5	7	0.22	1281	2.8%
CCC(=O)NC(=S)Nc1cccc(NC(=O)CC)c1	nt	nt	-1.5%	3.1	2.1	6.3	-0.5	1453	i	8	-0.9	-0.21	-0.75	1.1	-11	6	0.71	1480	-1.3%
O=C(NCC(=O)N(c1cccc(F)c1)C(C(=O)NC1CCCC1)c1cccnc1)c1cccs1 (stereo not drawn)	4	652	-4.3%	2.1	1.5	5.8	0.2	1013	i	-15	-0.39	-0.26	-0.44	1.4	2	-2	0.25	909	-1.0%
COc1ccc(/C=C(\NC(=O)c2ccc(OCC(C)C)cc2)C(=O)OCc2ccco2)cc1	74*	607*	-4.5%	2.6	2.4	9.2	-0.8	1118	i	17	-0.11	0.0096	-0.065	-0.13	25	2	0.16	1474	-0.8%
COc1ccc2cc(/C(C)=N/NC(=O)c3cc(-c4cccnc4)nc4ccccc34)ccc2c1	-2	714	-5.4%	3.4	2.7	7.7	-0.4	576	i	8	-0.007	0.43	-0.16	0.54	-25	-29	0.55	1301	-2.1%

Overlap with the part before: 3 entries; new compounds follow.
SMILES	Hep lipid drop	Hep lipid drop cells 6.5 µM	XIAP displacement	MT stabilizer	MT stabilizer Hoechst-high %	MT stabilizer cytotoxicity %	b-catenin transl	b-catenin transl cell count 5 µM	Autophagy mod	Autophagy mod cell loss 18 h	Dynein transport	Dynein transport cytoplasmic EGFP	Dynein transport nuclear GR-EGFP	Dynein transport cell count	WT yeast gro inh	WT yeast gro inh mutant strain	Insulin prom up	Insulin prom up cell count	CSM14.1 death rescue
O=C(NCC(=O)N(c1cccc(F)c1)C(C(=O)NC1CCCC1)c1cccnc1)c1cccs1 (stereo not drawn)	4	652	-4.3%	2.1	1.5	5.8	0.2	1013	i	-15	-0.39	-0.26	-0.44	1.4	2	-2	0.25	909	-1.0%
COc1ccc(/C=C(\NC(=O)c2ccc(OCC(C)C)cc2)C(=O)OCc2ccco2)cc1	74*	607*	-4.5%	2.6	2.4	9.2	-0.8	1118	i	17	-0.11	0.0096	-0.065	-0.13	25	2	0.16	1474	-0.8%
COc1ccc2cc(/C(C)=N/NC(=O)c3cc(-c4cccnc4)nc4ccccc34)ccc2c1	-2	714	-5.4%	3.4	2.7	7.7	-0.4	576	i	8	-0.007	0.43	-0.16	0.54	-25	-29	0.55	1301	-2.1%
Cn1cc(CNC(=O)/C=C/c2ccc(Cl)cc2)cn1	5	716	-3.0%	2.6	3.2	7.1	nt	nt	i	8	-0.64	-0.31	-0.6	0.17	-8	23	-0.11	1159	-2.8%
Cc1ccc(C)c(NC(=O)c2cnc3n(c2=O)CCS3)c1	0	695	-1.4%	2.2	1.8	2.4	-4.7	1047	i	-7	1.4	-0.12	0.61	-0.48	13	7	-0.04	1690	-0.5%
Cn1c(SCC(=O)Nc2cc(=O)n(C)c(=O)n2C)nnc1-c1cccs1	-4	712	-6.6%	nt	nt	nt	-2.3	1224	nt	nt	nt	nt	nt	nt	nt	nt	-0.5	1219	2.3%
CCOc1cc(NC(=S)NCC(C)C)c(OCC)cc1NC(=O)c1ccco1	20	540	-2.8%	1.8	1.4	5.4	1.8	1080	i	-4	-0.21	-0.22	-0.12	0.21	-9	8	-0.82	1386	-1.5%
O=C(NCc1ccco1)/C(=C\c1cccs1)NC(=O)c1cccs1	10	773	-2.8%	1.8	2.3	3.0	0.7	1084	i	4	-0.52	-0.27	-0.17	0.64	-1	-1	-0.12	1247	-0.7%
COc1ccc(NC(C)=O)cc1NC(=O)CSc1nnc(-c2ccc(F)cc2)n1N	nt	nt	-2.0%	5.9	2.2	8.3	1.4	1143	i	1	-0.52	-0.21	-0.048	0.62	28	12	-0.64	976	-1.3%
O=C(O)COc1ccc(/C=N/NC(=O)COc2nsnc2N2CCOCC2)cc1	6	710	-7.1%	1.2	1.9	6.0	0.7	999	i	1	-0.88	-0.37	-0.54	0.69	-4	9	-0.16	1466	0.1%
CCCOc1ccc(S(=O)(=O)NNC(=O)c2cc3ccccc3o2)cc1	-24	708	-3.0%	2.7	2.5	12	-2.7	1054	i	-6	-0.22	0.055	0.035	0.34	-8	-3	0.25	1384	-2.6%
O=C(c1ccccc1)c1c(O)cc(-c2ccccc2)oc1=O	2	666	-4.4%	2.3	4.2	2.8	nt	nt	i	-2	-0.8	-0.31	-0.84	1	-15	-19	0.6	1381	-2.5%
Cc1nn(C)c(C)c1CN(Cc1nc(CCC(C)C)no1)C(C)C	-60	630	-3.6%	nt	nt	nt	1.4	922	i	-4	-0.4	-0.18	0.11	0.28	4	1	-2.1	732	1.2%
c1ccc2[nH]c(CN3CCCCC3)nc2c1	-15	797	-7.9%	1.5	1.1	4.4	-0.4	1155	i	30	-0.76	0.24	-0.1	0.059	-1	-3	-0.08	985	-1.6%
Fc1cccc(Nc2ncnc3c2cnn3-c2ccccc2)c1	2	613	nt	nt	nt	nt	-2.7	1265	nt	nt	-0.79	-0.62	-0.13	0.059	3	-24	-0.99	878	nt
Cc1ccc(CN2CCN(Cc3cnn(-c4ccc(F)cc4)c3)CC2CCO)o1 (stereo not drawn)	-6	685	-4.0%	3.0	1.5	5.7	0.3	1583	i	-2	0.46	-0.26	0.58	0.39	0	-1	nt	nt	-0.9%
COc1cccc(C(=O)NCC(=O)N/N=C/c2cn[nH]c2-c2ccccc2)c1	-23	639	-3.4%	3.2	1.3	2.2	-0.1	1048	i	-11	0.34	-0.25	-0.087	0.72	11	3	-0.22	1185	0.3%
